Screening results as filed in PubChem BioAssay.
NTR1 ag = agonists of NTR1, primary screen, imaging, U2OS cells, beta-arrestin-GFP, high content (AID 493036); NTR1-U2OS beta-arrestin-GFP spot imaging, agonist mode; 330,000 tested, 0.17% active; activation, % at 20 µM;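 active = activation at or above 40% of the spot to cytoplasm intensity ratio, with at least 20 cells analyzed; inconclusive = wells under 20 cells, flagged as cytotoxic or low count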;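 note: 0% = DMSO without peptide and 100% = 100 nM NTR1 peptide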
Target sequence (P30989 whole entry, looked up): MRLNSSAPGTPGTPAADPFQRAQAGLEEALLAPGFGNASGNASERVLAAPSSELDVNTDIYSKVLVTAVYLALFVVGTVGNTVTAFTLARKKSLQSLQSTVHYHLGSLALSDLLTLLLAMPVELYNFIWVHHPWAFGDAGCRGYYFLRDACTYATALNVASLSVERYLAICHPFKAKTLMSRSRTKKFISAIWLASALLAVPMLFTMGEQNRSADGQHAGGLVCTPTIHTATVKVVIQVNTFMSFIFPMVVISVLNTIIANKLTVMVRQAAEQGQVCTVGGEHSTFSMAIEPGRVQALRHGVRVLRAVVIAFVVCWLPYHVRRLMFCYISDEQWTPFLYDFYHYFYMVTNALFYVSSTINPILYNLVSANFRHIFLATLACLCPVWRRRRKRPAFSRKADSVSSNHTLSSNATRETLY
Myeloid diff MLP = induction of myeloid progenitor differentiation, primary screen, cell-based, flow cytometry, MLPCN library. ER-HoxA9 myeloid progenitors, lysozyme-GFP differentiation. calls only at 10 µM. 360,000 tested, 1% active. AID 624256, 2012;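 active = normalized GFP-positive differentiation at or above the plate's own cutoff, the solvent-only control mean plus 3 SD; inconclusive = no clear call, values can overlap the other calls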;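 note: cells exposed to compound for four days before flow analysis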
UTI89 phage lysis = inhibition of K1F phage lysis, E. coli UTI89, bacterial capsule biogenesis inhibitors, alamar blue (AID 488966). E. coli UTI89 K1F phage lysis, alamar blue, 2 h; higher % means a stronger effect. one-dose inhibition, % at 100 µM; IC50 in µM for titrated hits. 340,000 tested, 0.02% active;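 active = phage lysis inhibition, versus mean bacterial control, above a set limit; inconclusive = no clear call, values can overlap the other calls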;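 note: capsule biogenesis inhibitors block K1F phage lysis so surviving cells raise fluorescence; higher fluorescence means more inhibition of phage lysis; actives were called in the ten point dose series up to 300 µM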
SV40 large T antigen = SV40 large T antigen inhibitors, biochemical (AID 1903); inhibition, % at 20 µM; hits with a dose series show IC50 in µM; 310,000 tested, 0.39% active; SV40 large T antigen ATPase/helicase inhibition assay; higher % means a stronger effect; in the data active = a potency from the dose series; inconclusive = inhibition mostly from about 32% at the one dose, without a potency; inactive = the rest, 99 in 100 with inhibition below about 32%; note: strong numbers were not always called active
PhoP inhibition = inhibitors of PhoP regulon expression, primary screen, Salmonella Typhimurium, GFP reporter (AID 1863) | S. Typhimurium PhoP-regulated promoter GFP reporter, 4 h; higher % means a stronger effect | one-dose inhibition, % at 50 µM; IC50 in µM for titrated hits | 300,000 tested, 0.16% active;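 active = inhibition over 29.93%, a cutoff 3 SD above the screen mean, later confirmed by dose response; inconclusive = inhibition over 29.93% but no dose response follow-up; inactive = inhibition at most 29.93% or unconfirmed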;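 note: 0% = low Mg2+ inducing control and 100% = high Mg2+ repressing control; strong numbers were not always called active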
RSV antiviral HEp-2 = RSV antiviral activity via CPE protection, HEp-2 cells, primary 10 µM value included (AID 2391) | HEp-2 cells, RSV-induced CPE inhibition; higher % means a stronger effect | CPE inhibition, % at 10 µM, or IC50 in µM where a hit was titrated | 310,000 tested, 0.13% active; in the data active = a potency from the dose series; inconclusive = CPE inhibition mostly from about 23% at the one dose, without a potency; inactive = the rest, 99 in 100 with CPE inhibition below about 21%; note: strong numbers were not always called active
Rac1 GTP hydrolysis = MgcRacGAP GTPase-activating activity inhibitors, confirmation, biochemical, ADP Hunter fluorescence; MgcRacGAP-stimulated Rac1 GTP hydrolysis, ADP Hunter fluorescence; higher % means a stronger effect; GST-tagged Rac1 F28L mutant substrate; 340,000 tested, 0.6% active; Rac GTPase-activating protein 1 (Homo sapiens); one-dose inhibition, % at 30 µM; IC50 in µM for titrated hits;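 active = first-screen hits whose inhibition reached a set limit at any dose in the follow-up dose series; inconclusive = inhibition above the set first-screen limit but never retested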;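 note: fluorescence reports GDP produced by GAP-driven GTP hydrolysis; strong numbers were not always called active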
T cell HTS = modulators of CD8 T cell-vesicle binding, primary screen, mouse 2C CD8+ T cells, flow cytometry; 2C CD8+ T cell-vesicle binding; stronger effect = lower value; calls only at 7 µM; 330,000 tested, 0.068% active; AID 2052, 2009;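 active = response, share of CD8 T cells binding vesicles, and their 90th percentile fluorescence all below set limits, cut at about 80% in these data, passing the limit was not always enough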
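Material: murine 2C transgenic CD8+ T lymphocytes / Also added: QL9-peptide-loaded Drosophila micro-vesicles bearing Ld, ICAM-1 and B7-1 / Schedule: binding step 1.5 h, 37 °C, antibody labelling 20 min, ice / Signal: flow cytometry, PE anti-B7-1 (FL2) versus Alexa647 anti-CD8 (FL8), PFA-fixed / Evaluation: percent CD8+ FL2 mean versus row control / Benchmarks: naked versus QL9-loaded vesicles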
TNAP activators = human TNAP enzyme activators, primary screen, biochemical, luminescent, no phosphate acceptor, uHTS (AID 1001); Alkaline phosphatase, tissue-nonspecific isozyme (Homo sapiens); purified TNAP, luminescent activation assay, no phosphate acceptor; higher activation fold means a stronger effect; activation fold at 20 µM, or EC50 in µM where a hit was titrated; 200,000 tested, 0.03% active; in the data active = activation fold from about 3, or a potency from the dose series; inactive = the rest, 99 in 100 with activation fold below about 1.6; note: many of its hits are not listed in these tables
T cell HTS vesicle-bound % = further read-out of T cell HTS, marked with its call; double positive events, %; measured here: CD8+ vesicle-bound cell fraction;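 binding gate set so that unloaded-vesicle control wells show 10% double positive cells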
NTR1 ag cell count 20 µM = also measured in NTR1 ag; calls as there; cell count; measured here: cell count, cytotoxicity flag
Myeloid diff MLP GFP+ MAC1+ % = recorded beside Myeloid diff MLP, whose call it bears; GFP+ MAC1+ double positive, %; measured here: differentiation confirmed by MAC1 staining
* = called active by the depositor; i = inactive; ? = inconclusive; . = no result given; [ ] = remark or other dose. Compounds were not picked by outcome. About 2.3% of those tested had a hit in this group.

SMILES | NTR1 ag | NTR1 ag cell count 20 µM | Myeloid diff MLP | Myeloid diff MLP GFP+ MAC1+ % | UTI89 phage lysis | SV40 large T antigen | PhoP inhibition | RSV antiviral HEp-2 | Rac1 GTP hydrolysis | T cell HTS | T cell HTS vesicle-bound % | TNAP activators
COc1cc(C(=O)NCCC(=O)NC2CCC(C)CC2)cc(OC)c1OC (centres undefined) | 0.5 | 59 | i | 0.0 | 0.5% | 5% | 1% | 1.5% | -14% | i | 9 | .
Cc1c(C=O)n(C)n(-c2ccccc2)c1=O | 0.0 | 76 | i | 0.2 | 0.2% | 15% | 7% | -0.5% | -13% | i | 36 | 1.1
Cc1ccc(C(=O)c2coc3ccc(O)c(Cl)c23)cc1 | -1.0 | 76 | i | 0.3 | -0.5% | . | -1% | 2.2% | 16% | i | 32 | 1
COC(=O)c1ccc(NC(=O)c2ccc3c(c2)C(=O)N(Cc2cccnc2)C3=O)cc1 | 1.4 | 53 | i | 1.2 | 0.5% | -7% | -3% | -0.1% | 3% | i | 63 | .
O=C(NCC1CCCO1)C1CCN(S(=O)(=O)c2cc(Cl)ccc2Cl)CC1 (centres undefined) | 0.5 | 44 | i | 3.2 | 0.2% | -33% | 7% | 0.0% | 4% | i | 22 | .
CC(=O)c1cc2c(cc1NS(=O)(=O)c1ccc3c(c1)OCCO3)OCO2 | 0.5 | 42 | i | 1.3 | 8.4% | 4% | 16% | 8.6% | 4% | i | 27 | 1.1
Cc1nccn1CC(O)COC1CCCCC1 (centres undefined) | 0.3 | 78 | i | 2.0 | 1.7% | 6% | 1% | 1.1% | 6% | i | 31 | 1.1
CC(C)CCN1CCN(Cc2ccc(C#CC(C)(C)O)s2)CC1CCO (centres undefined) | 0.5 | 60 | i | 1.3 | 0.1% | -18% | 4% | -2.9% | 2% | i | 44 | 1.1
Cc1ccc(N2C(=O)CC(N3CCN(C)CC3)C2=O)cc1 (centres undefined) | -1.2 | 71 | . | . | . | 11% | -1% | . | . | . | . | 1.1
CC(C)CCN1C(=O)c2ccc(C(=O)Nc3c[nH]c(=O)[nH]c3=O)cc2C1=O | -1.0 | 38 | i | 0.4 | -0.4% | 5% | -10% | 0.4% | 2% | i | 40 | 0.9
CC(=O)C(/C=N/c1cc(-c2ccc(C)cc2)nn1-c1ccccc1)=C(\C)O | 6.5 | 68 | i | 0.5 | 3.6% | 8% | 7% | 3.4% | 7% | i | 38 | 1.3
N#CC(=C=[N-])c1nc2ccccc2nc1-[n+]1cccc(NC(=O)c2cccs2)c1 | 3.2 | 60 | i | 0.7 | 0.0% | -1% | 9% | -0.2% | -3% | i | 37 | .
COc1ccc(-n2c(=O)[nH]cc(C(=O)Nc3ccc4c(c3)OCO4)c2=O)cc1OC | 2.2 | 60 | i | 2.1 | 0.0% | -1% | 6% | 0.3% | 3% | i | 69 | .
CCC(C)N(C)C1CCN(C(=S)Nc2cccc(SC)c2)CC1 (centres undefined) | 0.0 | 55 | i | 0.6 | 3.4%[50 µM] | 11% | -3% | -2.6% | 5% | i | 56 | 1
O=C(c1ccc(Cl)cc1)N1CCC(C(=O)N2CCN(c3ncccn3)CC2)CC1 | 2.9 | 51 | i | 0.8 | 0.7%[50 µM] | . | . | 1.9% | -1% | i | 32 | .
CCOC(=O)C1(CCCc2ccccc2)CCN(Cc2cnc(C)s2)CC1 | 4.8 | 46 | i | 0.8 | 0.5% | 18% | 0% | 0.6% | 2% | i | 9 | 1
COc1cccc(C2C(C#N)=C(N)Oc3cc(C)n(Cc4ccccn4)c(=O)c32)c1OC (centres undefined) | 0.0 | 41 | i | 0.4 | 0.4% | 5% | 6% | -0.6% | 7% | i | 25 | 1
CC(C)n1c(N2CCN(C(=O)N3CCCCC3)CC2)nc2ccccc21 | -2.2 | 81 | i | 0.5 | 0.8% | 7% | -4% | 0.8% | 8% | i | 54 | 1.1
Brc1csc2ncccc12 | 0.2 | 47 | i | 0.7 | 0.5% | 3% | -8% | 0.2% | 3% | i | 54 | .
c1ccc(Cc2nnc3n2CCCCC3)cc1 | -0.2 | 44 | i | 0.9 | 0.9% | 11% | 9% | -0.1% | 18% | i | 11 | 1
O=C(CSc1nc2ccccc2[nH]1)NCCCn1ccnc1 | 1.3 | 60 | i | 2.1 | -0.4% | 2% | -4% | 0.9% | 2% | i | 35 | 1
CN(C)c1cccc(C(=O)Nc2cccc(F)c2)c1 | -1.1 | 55 | i | 0.8 | 0.6% | 3% | 15% | 1.2% | 17% | i | 12 | 1.1
CCCOc1ccc(C(=O)c2nc3c(n2O)CCCCC3)cc1 | -2.0 | 74 | i | 0.4 | 0.7% | 1% | 1% | 6.7% | 5% | i | 20 | 1.2
CCOc1ccc(S(=O)(=O)NNS(=O)(=O)c2ccc(C)cc2C)cc1 | 2.9 | 36 | i | 0.9 | 0.4% | -3% | 10% | 0.2% | 9% | i | 21 | .
CN=C1S/C(=C\c2ccc(N3CCOCC3)cc2C)C(=O)N1C | 4.3 | 39 | ? | . | 1.2% | 11% | -15% | 2.3% | 3% | i | 42 | 1.1

Single values from the entries so far:
Entry of O=C(c1ccc(Cl)cc1)N1CCC(C(=O)N2CCN(c3ncccn3)CC2)CC1 in NTR1 ag cell count 20 µM: 51
Entry of CC(C)n1c(N2CCN(C(=O)N3CCCCC3)CC2)nc2ccccc21 in PhoP inhibition: -4%
Entry of O=C(NCC1CCCO1)C1CCN(S(=O)(=O)c2cc(Cl)ccc2Cl)CC1 (centres undefined) in T cell HTS vesicle-bound %: 22

(further entries)
SMILES | NTR1 ag | NTR1 ag cell count 20 µM | Myeloid diff MLP | Myeloid diff MLP GFP+ MAC1+ % | UTI89 phage lysis | SV40 large T antigen | PhoP inhibition | RSV antiviral HEp-2 | Rac1 GTP hydrolysis | T cell HTS | T cell HTS vesicle-bound % | TNAP activators
O=C(COC(=O)C1CC(O)CN1S(=O)(=O)c1ccc(Cl)cc1)c1ccccc1 (centres undefined) | 0.9 | 51 | i | 0.6 | 2.9% | 18% | 2% | 0.7% | 5% | i | 22 | 1.1
CC(Oc1ccc(-c2nnco2)cc1)C(=O)N1CCOCC1 (centres undefined) | -0.5 | 49 | i | 1.6 | -0.3%[50 µM] | 4% | -2% | 1.1% | -8% | i | 59 | .
C=C(C)c1cccc(C(C)(C)NC(=O)NNC(=O)c2ccccc2O)c1 | -0.6 | 41 | i | 0.3 | 0.1% | 5% | -9% | 2.8% | 6% | i | 66 | .
O=C(C1CC1c1ccccc1)N1CCN(c2cccc(Cl)c2)CC1 (centres undefined) | . | . | i | 0.6 | 0.2% | 4% | -1% | . | 4% | . | . | 1.1
Cc1cc(C(=O)CN2C(=O)C(=O)N(CCC3=CCCCC3)C2=O)c(C)n1C | -0.5 | 52 | i | 0.2 | -0.4%[50 µM] | . | . | . | 1% | i | 49 | .
CCN(CC)S(=O)(=O)c1ccc(-c2nnc(SCC(=O)Nc3ccc4c(c3)OCO4)o2)cc1 | 1.8 | 49 | i | 7.4 | 0.2% | 13% | -5% | 5.4% | 14% | i | 5 | 1.1
COc1ccc(C(=O)C2CCCN(C3Cc4ccccc4C3)C2)cc1OC (centres undefined) | 2.0 | 85 | i | 0.1 | 0.1% | 4% | 11% | 0.3% | 9% | i | 61 | 0.9
O=C(c1coc(=O)c2ccccc12)N1CCN(Cc2ccccc2)CC1 | 0.2 | 49 | i | 0.4 | -1.3% | 0% | 4% | 1.6% | 7% | i | 23 | 1.1
O=c1c2c(-c3ccc(Cl)cc3)csc2ncn1/N=C/c1cccc([N+](=O)[O-])c1O | 1.3 | 47 | i | 0.4 | 0.2% | 10% | -4% | 0.4% | 8% | i | 30 | 1
COC(=O)Nc1cc(C)n(-c2ccccc2)n1 | 1.3 | 41 | i | 0.7 | -1.0% | 2% | -6% | 2.5% | -8% | i | 24 | .
Cc1ccc(-c2cc(-c3ccccc3[N+](=O)[O-])[nH]n2)c(O)c1 | 12 | 90 | i | 5.7 | -1.7% | 17% | -2% | . | -10% | i | 20 | .
CCN(CC(=O)NCc1ccc(F)cc1)C(=O)C1CC1C (centres undefined) | 2.2 | 48 | i | 1.1 | 0.0% | -3% | 1% | 1.8% | 8% | i | 28 | .
O=C(O)c1ccc(NC(=S)NCc2ccccc2)cc1 | 0.3 | 62 | i | 1.1 | -1.2% | 10% | -6% | 0.9% | 2% | i | 55 | .
NC(=O)c1ccc(NC(=O)c2ccc3c(c2)CCN3S(=O)(=O)c2ccccc2)cc1 | 2.0 | 61 | i | 0.6 | 1.1% | 11% | -12% | 4.4% | . | i | 12 | .
O=C(c1cn(-c2ccccc2)nc1-c1ccncc1)N1CCCCC1 | 1.8 | 44 | i | 0.5 | 0.0% | 6% | -2% | 0.3% | 6% | i | 52 | 1.1
Cc1ccccc1-n1c(SCC(=O)N2CCN(c3ccccn3)CC2)nnc1N1CCOCC1 | 0.2 | 58 | i | 0.4 | 2.0%[50 µM] | . | . | -0.2% | 6% | i | 5 | .
Cc1ccc(CNC(=O)c2cc3c(s2)CN(Cc2ccccc2)C3)cc1 | -0.7 | 59 | i | 0.2 | 0.3% | 2% | -9% | 1.8% | 9% | i | 28 | 0.9
O=C(NC(=S)N1CCCc2ccccc21)c1ccco1 | 1.0 | 52 | i | 0.0 | 0.7% | 3% | -2% | 0.9% | 3% | i | 39 | 1
Cc1cccc(NC(=O)CSc2nnnn2C2CCCC2)c1 | -0.6 | 47 | i | 0.5 | 0.1% | . | . | . | 4% | . | . | .
